IDE cell activ: boosts human insulin-degrading enzyme activity in HEK cells; P14735; FAbeta-B cleavage, fluorescence polarization; 0% vehicle, 100% cell-free pure enzyme wells; activation, % at 5.96 µM; 340,000 compounds, 0.073% hits; AID 493087;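 active means activation above the mean of all tested compounds plus 3 SD, set per screening campaign, cut at about 17% in these data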
Target sequence (P14735 whole entry, looked up): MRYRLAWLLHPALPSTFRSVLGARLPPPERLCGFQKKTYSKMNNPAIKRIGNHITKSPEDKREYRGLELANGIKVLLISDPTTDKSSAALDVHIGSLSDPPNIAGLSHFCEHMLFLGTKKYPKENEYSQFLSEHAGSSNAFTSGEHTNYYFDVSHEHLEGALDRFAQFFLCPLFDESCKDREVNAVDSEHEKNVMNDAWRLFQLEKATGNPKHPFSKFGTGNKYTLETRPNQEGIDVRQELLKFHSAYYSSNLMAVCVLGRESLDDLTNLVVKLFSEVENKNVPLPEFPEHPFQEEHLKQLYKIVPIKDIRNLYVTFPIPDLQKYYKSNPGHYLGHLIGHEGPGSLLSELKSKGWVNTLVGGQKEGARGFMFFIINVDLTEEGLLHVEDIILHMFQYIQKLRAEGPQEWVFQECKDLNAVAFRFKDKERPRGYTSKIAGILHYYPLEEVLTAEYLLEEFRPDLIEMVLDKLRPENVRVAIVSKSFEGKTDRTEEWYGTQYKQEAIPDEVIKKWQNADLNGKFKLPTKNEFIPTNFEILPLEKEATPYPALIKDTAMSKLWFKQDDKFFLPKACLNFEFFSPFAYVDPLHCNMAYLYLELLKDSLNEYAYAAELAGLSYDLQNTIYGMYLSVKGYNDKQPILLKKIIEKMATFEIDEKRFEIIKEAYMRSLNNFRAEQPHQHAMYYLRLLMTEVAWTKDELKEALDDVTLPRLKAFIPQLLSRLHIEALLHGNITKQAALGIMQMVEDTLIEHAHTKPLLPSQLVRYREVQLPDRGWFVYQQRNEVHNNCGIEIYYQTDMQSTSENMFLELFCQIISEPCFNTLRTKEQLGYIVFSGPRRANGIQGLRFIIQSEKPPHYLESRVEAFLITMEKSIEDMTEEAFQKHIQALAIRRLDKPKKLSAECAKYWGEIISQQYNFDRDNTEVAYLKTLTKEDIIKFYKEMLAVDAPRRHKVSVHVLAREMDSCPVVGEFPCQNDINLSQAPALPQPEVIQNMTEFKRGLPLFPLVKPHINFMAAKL
IDE inh: cellular human IDE inhibition; AID 434962; P14735; HEK cells, FAbetaB cleavage, fluorescence polarization; inhibition, % at 5.59 µM; 320,000 compounds, 0.41% hits;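 active means percent inhibition above the average of all tested compounds plus 3 SD, set per screening campaign, cut at about 16% in these data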;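 further: IDE supplied by intact live HEK cells; FP after avidin binding of uncleaved biotin substrate so inhibition keeps polarization high; 0% = DMSO wells and 100% = 60 µM reference IDE inhibitor Ii1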
* marks the source's active call; other numbers are inactive results.

Compound,IDE cell activ,IDE inh
O=C(NCc1ccco1)c1cccc2c1C(=O)c1ccc(/C=C/c3ccccc3)cc1S2(=O)=O,-6,8
COc1ccc(NC(=O)C2=NN(c3ccccc3)C(=O)CC2)cn1,0,-1
OCC[C@H]1C[C@@H](O)[C@H](O)[C@@]2(CCCc3ccccc3O2)O1,7,5
COc1ccc(CC(=O)Nc2cc(C)ccn2)cc1OC,3,2
CC(=O)OC[C@H]1O[C@@H](O[C@H]2C[C@]3(C)C(C[C@@H](O)C4C([C@]5(C)CC[C@@H](C(C)(C)O)O5)CC[C@]43C)[C@@]3(C)CC[C@H](O)C(C)(C)C23)[C@H](O[C@@H]2O[C@@H](C)[C@H](O)[C@@H](O)[C@H]2O)[C@@H](O)[C@@H]1O (stereo not given in full),2,-1
O=C(Cc1ccc(F)cc1)OCC(=O)N1CCN(S(=O)(=O)c2ccc(Cl)cc2)CC1,2,3
Cc1ccc(NC(=O)C(C)OC(=O)/C=C/c2ccccc2)cc1S(=O)(=O)N1CCOCC1 (stereo not given),1,-2
N#Cc1ccccc1OCC(=O)Nc1ccc(N2CCOCC2)cc1N1CCOCC1,3,0
CCN(CC)S(=O)(=O)c1ccc(N2CCOCC2)c(NC(=O)C2CC2)c1,2,0
C=CCC(NC(=O)c1ccc(C#N)cc1)C(=O)NCCC (stereo not given),1,-1
CCCCn1c(N)c(N(CC(C)C)C(=O)c2ccc(C)o2)c(=O)[nH]c1=O,2,5
O=C(NCCC(=O)N1CCN(C(=O)c2ccco2)CC1)c1ccc(Br)cc1,-5,7
CC(=O)C[C@@H](O)CC(=O)[C@@H]1OC(=O)CCCCCc2ccccc21,0,4
CCC1(c2ccc(F)cc2)NC(=O)N(CC(=O)N2c3ccccc3CC2C)C1=O (stereo not given),3,0
COc1ccc(Cl)cc1C(=O)NNC(=O)CNC(=O)c1ccco1,4,2

Later entries
Compound,IDE cell activ,IDE inh
CCN(C(=O)COc1ccc2ccc(=O)oc2c1)C1CCCCC1,2,3
O=C1C=C(c2cccc(Cl)c2O)C[C@@H](c2ccc(F)cc2)C1,-3,5
CCOC(=O)c1nn(-c2ccc(C)cc2)c(=O)cc1OCC(=O)Nc1ccc(OC)cc1,3,0
Cc1ccc(C(=O)OCC(=O)NC(C)c2ccccc2)cc1C (stereo not given),0,3
CC(=O)Nc1ccc(S[C@@H](CCN2CC[C@H](C(C)(C)C)CCC2=O)c2ccccc2)cc1,4,2
CC(C)Cc1nnc(NC(=O)C2CC(=O)N(c3ccc4c(c3)OCCO4)C2)s1 (stereo not given),5,0
COc1cc2c(cc1OC)CN(CCC(C)c1ccc(Cl)cc1)CC2 (stereo not given),0,-6
O=C1C=C(c2ccc3c(c2)OCO3)C[C@@H](c2ccc(F)cc2)C1,1,-1
COc1ccc2ccccc2c1/C=N/NC(=O)c1cccc(C)c1,0,15
CC(NC(=O)COC(=O)c1nc(Cl)ccc1Cl)c1ccccc1 (stereo not given),5,3
CC1CN(C(=O)c2ccccc2NS(=O)(=O)c2ccc(Cl)cc2)CC(C)O1 (stereo not given),4,3
Cc1cc(C(=O)NC2CCCCCC2)c2ccccc2n1,4,2
COc1ccc(C(=O)Nc2nc(C)c(C(C)=O)s2)cc1S(=O)(=O)N1CCOCC1,4,3
CCCCOc1ccc(S(=O)(=O)N2CCN(c3ccc(N4CCN(CC)CC4)nn3)CC2)cc1,0,4
COc1ccc(CCNC(=O)COC(=O)/C=C/c2cc(OC)ccc2OC)cc1,0,1

Carrying on:
Compound,IDE cell activ,IDE inh
CCN(C(=O)COC(=O)c1cc(Cl)ccc1OC)c1c(N)n(Cc2ccccc2)c(=O)[nH]c1=O,0,3
COc1ccc(Br)c(C(=O)OCC(=O)NC(=O)NC2CCCC2)c1,3,-2
COc1ccccc1C(=O)NC(=O)COC(=O)c1nc2nc(C)cc(C)n2n1,3,4
COc1ccc(-c2cc(-c3ccccc3)no2)cc1,0,5
CCCCCCCCCNC(=O)[C@H](NC(=O)COc1ccccc1)[C@@H]1NC(C(=O)OC)C(C)(C)S1 (stereo not given in full),8,-3
CCN1CCN=C1Nc1ccccc1,-3,-3
O=C(COC(=O)c1cc(Br)ccc1O)c1ccc(F)cc1,6,6
CSc1ccc(CN(C)C(=O)CSCC(=O)Nc2ccc(C)cc2)cc1,3,0
CC(C)[C@H](N)c1cn([C@@H](CO)C(=O)N2CCNCC2)nn1,0,5
O=C(O)C1=CC[C@@H](c2ccc(Cl)cc2)N(S(=O)(=O)c2ccc(Cl)cc2)[C@H]1c1ccccc1,-3,0
COc1ccc(CC(=O)Nc2cc(S(=O)(=O)N3CCOCC3)ccc2N2CCCC2)cc1OC,5,6
CN(CC(=O)Nc1ccccc1Cl)C(=O)CSc1nnc(-c2ccco2)n1C,-1,-4
Cc1cc(OCC(=O)OCC(=O)NC2CCCC2)ccc1Cl,2,-3
CCC(C)N(C(=O)CSc1nnc(COc2ccccc2F)n1N)C1CCS(=O)(=O)C1 (stereo not given),2,3
CC(Oc1ccc2ccc(=O)oc2c1)C(=O)N1CCOCC1 (stereo not given),4,0

(cont.)
Compound,IDE cell activ,IDE inh
C#CCOCCOCCOCCNc1nc(N2CCN(C(=O)[C@H](CCC(=O)O)n3cc(CN)nn3)CC2)nc(N2CCN(C(=O)[C@H](CCCCN)n3cc([C@@H](N)CC(N)=O)nn3)CC2)n1,4,6
O=C(Cc1cccc([N+](=O)[O-])c1)Nc1cccc(C(=O)N2CCOCC2)c1,-3,3
FC(F)Oc1ccc(C2=Nn3c(nnc3-c3ccccc3Cl)SC2)cc1OCC1CC1,4,6
CNc1ccccc1C(=O)OCC(=O)Nc1ccc2c(c1)OCO2,-3,-7
O=C(COC(=O)c1cc(=O)[nH]c2ccccc12)NCc1ccc(Cl)cc1,2,-2
CCn1c(C)cs/c1=N\S(=O)(=O)c1ccccc1,5,6
Cc1cc(=O)oc2cc(OCC(=O)Nc3cccnc3)ccc12,1,-2
CCOc1ccc(CCNC(=O)COC(=O)C2=NNC(=O)CC2)cc1OCC,5,4
O=c1c2c(O)cc(O)cc2oc2ccc(O)c(O[C@@H]3O[C@H](CO)[C@@H](O)[C@H](O)[C@H]3O[C@H]3O[C@H](CO)[C@@H](O)[C@H](O)[C@H]3O)c12,0,3
COc1ccccc1-c1sc2cc3c(cc2c1C#Cc1ccccn1)OCO3,3,2
CCc1cccc(C)c1NC(=O)COC(=O)c1cc([N+](=O)[O-])ccc1N1CCOCC1,-1,6
Cc1ccc(S(=O)(=O)N(C)C)cc1NC(=O)CN1c2cccc3cccc(c23)S1(=O)=O,-4,-1
COc1ccc(CCN(C)C(=O)C(CCSC)NC(=O)c2ccco2)cc1OC (stereo not given),-1,-4
COc1cc(C#Cc2c(C=O)n(C)c3ccccc23)cc(OC)c1,4,-1
C=CC[C@@H](CC(=O)N(CCO)Cc1ccccc1)C(=O)N[C@H](COC(=O)[C@@H](CC=C)Cc1ccc(F)cc1)Cc1c[nH]c2ccccc12,6,4

Next results.
Compound,IDE cell activ,IDE inh
O=C(COC(=O)/C=C/c1cccc(C(F)(F)F)c1)NC(=O)NCc1ccco1,2,1
CCC(C(=O)OCC(=O)Nc1ccc(F)cc1)c1ccccc1 (stereo not given),-5,-3
O=C(CN1C(=O)NC(Cc2c[nH]c3ccccc23)C1=O)NC1CCCCC1 (stereo not given),1,2
CCCCn1c(=O)cc(C)n(-c2ccccc2)c1=O,4,0
COC(=O)C1=C[C@@H](C(=O)OC)[C@@H]2C3=C(C(=O)[C@]2(C)NC(=O)c2ccccc2)[C@H](C)n2c(=O)n(C)c(=O)n2[C@@H]3C1,6,0
CCCn1nc(C(=O)Nc2cccc(S(=O)(=O)N(C)c3ccccc3)c2)c2ccccc2c1=O,3,4
O=C(Nc1cccc(S(=O)(=O)N2CCOCC2)c1)c1ccc(=O)[nH]c1,0,1
O=C(Nn1cnnc1)c1ccc([N+](=O)[O-])cc1Cl,4,2
C[C@H](NC(=O)c1nc[nH]c1C(=O)NCCCCCN)C(=O)OCc1ccccc1,5,-1
CC(OC(=O)Cn1cnc2ccccc2c1=O)C(=O)NCc1ccccc1 (stereo not given),4,-3
CCOC(=O)c1ccc(S(=O)(=O)N2CCN(C/C=C/c3ccccc3)CC2)cc1,1,-5
COc1ccc(CNC(=O)CCn2c(C)csc2=O)cc1,3,-2
CN(CC(=O)Nc1ccccc1Cl)C(=O)C1CSC2(C)CCC(=O)N12 (stereo not given),2,-5
O=C(COc1coc(CN2CCc3ccccc32)cc1=O)Nc1cccc(F)c1,4,1
CCN(CC(=O)Nc1c(F)cccc1F)C(=O)c1ccc2c(c1)S(=O)(=O)N=C1CCCCCN12,4,9

The listing continues:
Compound,IDE cell activ,IDE inh
CCCCn1c(N)c(N(CCOC)C(=O)CSc2nnc(-c3ccncc3)n2CCC)c(=O)[nH]c1=O,3,-6
Cc1ccccc1CN1CCN(c2ccc(S(=O)(=O)N3CCCC3)cn2)CC1,-12,10
O=C(NNC(=O)C12CC3CC(CC(Br)(C3)C1)C2)c1ccccc1F,4,10
CCN(CC(=O)Nc1cc(Cl)ccc1C)C(=O)c1nc2nc(C)cc(C)n2n1,-3,6
COc1cc(/C=C/C(=O)OCC(=O)Nc2ccc(Cl)cn2)ccc1O,1,-2
COc1ccc(/C=N/NC(=O)c2cccs2)c2ccccc12,4,-1
CCCCN(C(=O)CSc1c(C)c(C)cc(C)c1C)c1c(N)n(CCC)c(=O)[nH]c1=O,9,-2
CN(Cc1ccccc1F)C(=O)c1ccc2c(=O)n3c(nc2c1)CCC3,4,3
COC(C[C@@H](O)C[C@H](O)[C@H](C)OCc1ccccc1)OC,1,1
COc1ccc(CCNC(=O)C(=O)NCCC2CCCCN2S(=O)(=O)c2ccccc2)cc1 (stereo not given),-7,11
CS(=O)(=O)c1ccc(C(=O)OCC(=O)c2ccc(Cl)s2)cc1,-2,2
CSCCC(NC(=O)COc1ccccc1)C(=O)N1CCN(c2ccccc2Cl)CC1 (stereo not given),2,1
COC(=O)[C@@]12CCCN1[C@H](c1ccc(-c3ccc(Cl)c(Cl)c3)cc1)[C@H]1C(=O)N(C)C(=O)[C@H]12,-3,4
COc1ccc(CCNC(=O)COC(=O)/C=C/c2cccc(F)c2)cc1,2,6
CN(CC(=O)Nc1ccc(Cl)cc1)CC(=O)Nc1cccc2ccccc12,-1,7

The results go on.
Compound,IDE cell activ,IDE inh
COc1ccc(NC(=O)Cc2ccc(C)c(C)c2)cc1S(=O)(=O)N1CCCCC1,-3,1
Fc1cccc(CCN2CCNC[C@@H]2Cc2ccccc2)c1,-6,3
O=C(/C=C/c1cccs1)NNC(=O)c1cccc([N+](=O)[O-])c1,-1,1
COc1ccc(NC(=O)COC(=O)C2CCN(S(=O)(=O)c3cccs3)CC2)cc1OC,0,-4
Cc1cc(C)c(NC(=O)COC(=O)C2CCCCC2)c(C)c1,0,3
CCOc1ccccc1NC(=O)C(c1ccccc1)N1CCN(C(=O)c2ccco2)CC1 (stereo not given),0,6
CC(C)(C)OCC1CO1 (stereo not given),0,2
Cc1cccc(-c2ccc3ncnc(NCc4cccnc4)c3c2)c1,3,10

Screening data from PubChem.

Only part of the results is shown. The share of hits here may be higher or lower than overall.
